RGS4 inh: inhibitors of human RGS4; HEK293 M3R/RGS4 inducible, Fluo-4 calcium flux; hits give high values; triggered by carbachol at its EC20; B-score at 10 µM; 310,000 compounds, 0.45% hits;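 active = B-score, a plate-corrected calcium signal, over three deviations above library mean, with baseline fluorescence within five deviations of library mean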;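 note: RGS4 expression induced by doxycycline in cells with stable M3 receptor; B-score is computed from the integrated fluorescence ratio over baseline after carbachol; higher B-score means a larger calcium signal and so more RGS4 inhibition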
Target sequence (P49798 whole entry, looked up): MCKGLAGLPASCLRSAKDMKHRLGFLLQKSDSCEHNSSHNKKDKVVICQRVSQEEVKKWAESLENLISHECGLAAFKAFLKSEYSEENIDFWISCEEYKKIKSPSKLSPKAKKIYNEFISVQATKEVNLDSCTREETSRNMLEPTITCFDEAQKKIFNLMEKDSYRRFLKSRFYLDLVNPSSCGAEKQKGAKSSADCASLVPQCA
HDAC3 inh: inhibitors of human histone deacetylase 3; inhibition, % at 8.3 µM; 320,000 compounds, 0.15% hits; O15379; AID 2718; recombinant HDAC3, fluorogenic peptide/trypsin coupled, fluorescence; in the data active = inhibition above about 26%, passing the limit was not always enough
Target sequence (O15379 whole entry, looked up): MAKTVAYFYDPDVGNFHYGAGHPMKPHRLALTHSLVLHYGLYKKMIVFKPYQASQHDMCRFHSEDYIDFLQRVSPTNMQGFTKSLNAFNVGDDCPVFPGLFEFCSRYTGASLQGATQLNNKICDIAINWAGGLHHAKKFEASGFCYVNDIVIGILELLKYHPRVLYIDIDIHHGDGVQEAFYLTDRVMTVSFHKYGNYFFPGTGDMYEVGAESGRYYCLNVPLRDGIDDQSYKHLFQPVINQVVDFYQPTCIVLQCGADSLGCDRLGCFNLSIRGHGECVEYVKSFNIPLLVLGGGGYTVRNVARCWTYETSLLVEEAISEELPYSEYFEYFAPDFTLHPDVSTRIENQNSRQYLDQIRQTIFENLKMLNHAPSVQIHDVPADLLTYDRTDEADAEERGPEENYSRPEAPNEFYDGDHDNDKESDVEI
ANO1 block: inhibitors of mouse TMEM16A calcium-activated chloride channel; AID 588511; HEK293 TMEM16A/YFP iodide influx fluorescence, ionomycin; Q8BHY3; normalized B-score (activity score, 25-100; higher = stronger inhibition) at 10 µM; 310,000 compounds, 1.2% hits;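 active = ratio plate-corrected score three or more library SD toward inhibition, starting fluorescence score within five deviations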;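 note: score derived from kinetic fluorescence span divided by baseline fluorescence per well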
SKKanGAS inh: blocks kanamycin growth of S. pyogenes SKKanGAS strain; BacTiter-Glo, 6 h; inhibition, % at 7.5 µM; 300,000 compounds, 1.3% hits;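 active = mean replicate score, as percent of positive control median, at least 50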;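 note: strain carries kanamycin resistance gene driven by streptokinase promoter and grows in 40 µg/ml kanamycin; loss of luminescence reflects streptokinase promoter inhibition or plain growth inhibition; 0% = median of DMSO wells and 100% = positive control at its reference dose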
TRPC6 inhibitor: mouse TRPC6 channel inhibition | HEK293-TRPC6, membrane potential dye, ACh-evoked depolarization; hits give low values | B-score at 10 µM | 310,000 compounds, 1.1% hits;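 active = B-score under library mean minus 3 SD, initial fluorescence not abnormally high, positive integrated signal ratio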;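 note: B-score derived from integrated fluorescence ratio over the kinetic read; more negative B-score means stronger inhibition of depolarization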
RGS4 act: RGS4 potentiation or activation. B-score at 10 µM. HEK293 M3R/inducible RGS4, carbachol calcium flux Fluo4; hits give low values. 310,000 compounds, 0.92% hits;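 active = B-score of the integrated calcium signal more than 4 SD below the library mean, with starting fluorescence not abnormally high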;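 note: negative B-score means reduced calcium response which marks RGS4 activation or potentiation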
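Reagent: ECmax carbachol challenge; Test system: M3R-expressing HEK293 line, RGS4 induced by doxycycline; Schedule: overnight RGS4 induction, 30 min dye load 37 °C, 20 min compound RT; Detection: calcium dye Fluo4 fluorescence; Read-out: Agonist-evoked peak-minus-minimum fluorescence over baseline, integrated ratio, B score.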
ANO1 activ: activators or potentiators of mouse TMEM16A chloride channel; Q8BHY3; HEK293 TMEM16A/YFP-H148Q/I152L, iodide quench fluorescence; hits give low values; B-score at 10 µM; 340,000 compounds, 0.3% hits;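 active = fluorescence-ratio B-score plate-corrected deviation score at least 3 library SD below zero, with starting fluorescence score within 5 deviations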;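 note: channel opened by trigger with iodide after compound preincubation; score built on the fluorescence ratio of max minus min over baseline; more negative score means more quench and so TMEM16A activation or potentiation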
TRPC6 act: activates the mouse TRPC6 cation channel; Q61143; 310,000 compounds, 0.13% hits; HEK293-TRPC6 membrane potential dye fluorescence; hits give high values; B-score at 10 µM;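 active = B-score of the integrated fluorescence ratio above library mean plus 3 SD, and starting fluorescence ratio within library mean plus 5 SD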;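 note: higher score means more depolarization so channel activation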
MrgX1 ag: agonists of human MrgX1 receptor; Q96LB2; MrgX1-HEK293 cells, Fluo-4 calcium fluorescence, agonist mode; hits give high values; B-score at 10 µM; 310,000 compounds, 0.44% hits;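 active = calcium response B-score plate-corrected fluorescence ratio at least 3 library SD, with starting fluorescence B-score inside 5 SD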
Target sequence (Q96LB2 whole entry, looked up): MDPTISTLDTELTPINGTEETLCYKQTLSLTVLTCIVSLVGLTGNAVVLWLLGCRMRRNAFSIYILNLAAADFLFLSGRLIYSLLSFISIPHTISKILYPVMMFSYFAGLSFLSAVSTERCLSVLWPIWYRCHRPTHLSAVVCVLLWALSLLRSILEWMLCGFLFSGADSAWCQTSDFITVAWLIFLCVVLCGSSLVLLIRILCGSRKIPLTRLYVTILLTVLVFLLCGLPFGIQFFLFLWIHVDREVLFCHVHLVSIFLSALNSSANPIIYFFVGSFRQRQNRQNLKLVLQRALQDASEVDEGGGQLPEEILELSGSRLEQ
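Material: MrgX1-expressing HEK293 cells / Dosing: compound as first of three additions / Incubation: overnight seeding, then 1 h dark dye loading / Signal: Fluo-4 NW calcium fluorescence / Evaluation: B-scored fluorescence response ratio / Benchmarks: positive and negative control wells on each plate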
MrgX1 allo act: human MrgX1 positive allosteric modulation, primary screen; AID 588675; 310,000 compounds, 0.63% hits; MrgX1-HEK293, Fluo-4 calcium flux, FDSS; hits give high values; Q96LB2; B-score at 10 µM;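 active = plate-corrected calcium response at least 3 library SD above typical, normal starting fluorescence, not activating the receptor alone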;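 note: compound read alongside a low EC10 to EC30 dose of BAM8-22 agonist; peak minus trough fluorescence over baseline measured at the second addition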
MrgX1 antag: human MrgX1 receptor antagonism, primary screen; AID 588676; B-score at 10 µM; Q96LB2; MRGX1-HEK293 calcium flux, Fluo-4, BAM8-22 antagonism; hits give low values; 310,000 compounds, 1.3% hits;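 active = calcium-response B-score plate-corrected more than 3 library SD below zero, starting fluorescence within 5 deviations, no agonist response on first addition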;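 note: peak minus trough fluorescence over baseline after final BAM8-22 challenge near maximal dose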
The depositor's hits bear a star.

Results for CCC(=NCCc1c(C)[nH]c2ccc(C)cc12)C1=C(O)CC(c2ccccc2)CC1=O (stereo not drawn) ?
RGS4 inh: inactive; HDAC3 inh: 0; ANO1 block: inactive; SKKanGAS inh: 14; TRPC6 inhibitor: inactive; RGS4 act: inactive; ANO1 activ: inactive; TRPC6 act: inactive; MrgX1 ag: inactive; MrgX1 allo act: inactive; MrgX1 antag: inactive

Results for COC(=O)C1(C)CCC(C(=O)Nc2ccccc2)C1(C)C (stereo not drawn) ?
RGS4 inh: inactive; HDAC3 inh: -3; ANO1 block: inactive; SKKanGAS inh: -9; TRPC6 inhibitor: inactive; RGS4 act: inactive; ANO1 activ: inactive; TRPC6 act: inactive; MrgX1 ag: inactive; MrgX1 allo act: inactive; MrgX1 antag: inactive

How did CN(CC(=O)Nc1ccc(Cl)c(C(F)(F)F)c1)C(=O)Cc1n[nH]c(=O)c2ccccc12 do in these assays?
RGS4 inh: inactive; HDAC3 inh: -4; ANO1 block: 100*; SKKanGAS inh: -3; TRPC6 inhibitor: inactive; RGS4 act: inactive; ANO1 activ: inactive; TRPC6 act: inactive; MrgX1 ag: inactive; MrgX1 allo act: inactive; MrgX1 antag: inactive

How did O=C1C2CC=CCC2C(=O)N1c1ccc(OCC(O)Cn2nnc3ccccc32)cc1 (stereo not drawn) do in these assays?
RGS4 inh: inactive; HDAC3 inh: -3; ANO1 block: inactive; SKKanGAS inh: -7; TRPC6 inhibitor: inactive; RGS4 act: inactive; ANO1 activ: inactive; TRPC6 act: inactive; MrgX1 ag: inactive; MrgX1 allo act: inactive; MrgX1 antag: inactive

How did Cc1ccc(NC(=S)NCCN(C2CCCCC2)C2CCCC2)cc1C do in these assays?
RGS4 inh: inactive; HDAC3 inh: -2; ANO1 block: inactive; SKKanGAS inh: -9; TRPC6 inhibitor: -5.2*; RGS4 act: inactive; ANO1 activ: inactive; TRPC6 act: inactive; MrgX1 ag: inactive; MrgX1 allo act: inactive; MrgX1 antag: inactive

What do the screens show for `CNC(=O)C1CC(=O)N(CCc2ccc(OC)cc2)C(=Nc2ccc(OC)cc2)S1` (stereo not drawn)?
RGS4 inh: inactive; HDAC3 inh: 8; ANO1 block: inactive; SKKanGAS inh: -8; TRPC6 inhibitor: inactive; RGS4 act: inactive; ANO1 activ: inactive; TRPC6 act: inactive; MrgX1 ag: inactive; MrgX1 allo act: inactive; MrgX1 antag: inactive

What do the screens show for `CC1CCCN(CCC(=O)c2ccc(Br)cc2)C1` (stereo not drawn)?
HDAC3 inh: -1; ANO1 block: inactive; ANO1 activ: inactive; MrgX1 ag: inactive; MrgX1 allo act: inactive; MrgX1 antag: inactive

How did COCc1n[nH]c(=S)n1-c1ccccc1 do in these assays?
RGS4 inh: inactive; HDAC3 inh: 6; ANO1 block: inactive; SKKanGAS inh: 19; TRPC6 inhibitor: inactive; RGS4 act: inactive; ANO1 activ: inactive; TRPC6 act: inactive; MrgX1 ag: inactive; MrgX1 allo act: inactive; MrgX1 antag: inactive

What do the screens show for `COc1cccc(C(=O)OCCCN(C)C)c1`?
RGS4 inh: inactive; HDAC3 inh: 0; ANO1 block: inactive; SKKanGAS inh: 0; TRPC6 inhibitor: inactive; RGS4 act: inactive; ANO1 activ: inactive; TRPC6 act: inactive; MrgX1 ag: inactive; MrgX1 allo act: inactive; MrgX1 antag: inactive

What do the screens show for `O=C(CN(Cc1ccc(F)cc1)C(=O)CNS(=O)(=O)c1ccc(F)cc1)NCC1CCCO1` (stereo not drawn)?
RGS4 inh: inactive; HDAC3 inh: -3; ANO1 block: inactive; SKKanGAS inh: 1; TRPC6 inhibitor: inactive; RGS4 act: inactive; ANO1 activ: inactive; TRPC6 act: inactive; MrgX1 ag: inactive; MrgX1 allo act: inactive; MrgX1 antag: inactive

Results for O=C(NC(Cc1ccccc1)C(=O)O)/C(=C/c1ccc([N+](=O)[O-])cc1)NC(=O)c1ccccc1Br (stereo not drawn) ?
RGS4 inh: inactive; HDAC3 inh: -2; ANO1 block: inactive; SKKanGAS inh: 0; TRPC6 inhibitor: inactive; RGS4 act: inactive; ANO1 activ: inactive; TRPC6 act: inactive; MrgX1 ag: inactive; MrgX1 allo act: inactive; MrgX1 antag: inactive

How did Cc1c(C)n2c(SCC(=O)N3CCCCC3)nnc2[nH]c1=O do in these assays?
RGS4 inh: inactive; HDAC3 inh: -8; ANO1 block: inactive; SKKanGAS inh: -11; TRPC6 inhibitor: inactive; RGS4 act: inactive; ANO1 activ: inactive; TRPC6 act: inactive; MrgX1 ag: inactive; MrgX1 allo act: inactive; MrgX1 antag: inactive

Results for N#Cc1c(NC(=O)C2CC(c3c(F)cccc3Cl)=NO2)sc2c1CCC2 (stereo not drawn) ?
RGS4 inh: inactive; HDAC3 inh: -1; ANO1 block: inactive; SKKanGAS inh: -1; TRPC6 inhibitor: inactive; RGS4 act: inactive; ANO1 activ: inactive; TRPC6 act: inactive; MrgX1 ag: inactive; MrgX1 allo act: inactive; MrgX1 antag: inactive

What do the screens show for `Nc1ccc(Nc2ccccc2N)cc1`?
RGS4 inh: inactive; HDAC3 inh: -14; ANO1 block: inactive; TRPC6 inhibitor: inactive; RGS4 act: inactive; ANO1 activ: inactive; TRPC6 act: inactive; MrgX1 ag: inactive; MrgX1 allo act: inactive; MrgX1 antag: inactive

What do the screens show for `COc1ccc(C(=O)NC(=S)Nc2ccc(CN3CCOCC3)cc2)cc1OC`?
RGS4 inh: inactive; HDAC3 inh: -1; ANO1 block: inactive; SKKanGAS inh: 13; TRPC6 inhibitor: inactive; RGS4 act: inactive; ANO1 activ: inactive; TRPC6 act: inactive; MrgX1 ag: inactive; MrgX1 allo act: inactive; MrgX1 antag: inactive

Results for NNC(=O)c1oc2nc(-c3ccc(Cl)cc3)cc(-c3ccccc3)c2c1N ?
RGS4 inh: inactive; HDAC3 inh: 2; ANO1 block: inactive; SKKanGAS inh: 25; TRPC6 inhibitor: inactive; RGS4 act: inactive; ANO1 activ: inactive; TRPC6 act: inactive; MrgX1 ag: inactive; MrgX1 allo act: inactive; MrgX1 antag: inactive

Results for Cc1cccc(CCNC(=O)C2CCC(CNS(=O)(=O)c3cccs3)CC2)c1 (stereo not drawn) ?
RGS4 inh: inactive; HDAC3 inh: 0; ANO1 block: inactive; SKKanGAS inh: -6; TRPC6 inhibitor: inactive; RGS4 act: inactive; ANO1 activ: inactive; TRPC6 act: inactive; MrgX1 ag: inactive; MrgX1 allo act: inactive; MrgX1 antag: inactive

How did Cc1csc(NC(=O)CN2C(=O)c3ccccc3S2(=O)=O)n1 do in these assays?
RGS4 inh: inactive; HDAC3 inh: -2; ANO1 block: inactive; SKKanGAS inh: -3; TRPC6 inhibitor: inactive; RGS4 act: inactive; ANO1 activ: inactive; TRPC6 act: inactive; MrgX1 ag: inactive; MrgX1 allo act: inactive; MrgX1 antag: inactive

Results for CC(=O)c1cc2c(cc1NC(=O)CSc1nc3ccccc3o1)OCO2 ?
RGS4 inh: inactive; HDAC3 inh: 2; ANO1 block: inactive; SKKanGAS inh: -15; TRPC6 inhibitor: inactive; RGS4 act: inactive; ANO1 activ: inactive; TRPC6 act: inactive; MrgX1 ag: inactive; MrgX1 allo act: inactive; MrgX1 antag: inactive

Results for Cc1nc2nc3c(cn2n1)C(=O)CC(c1ccccc1)C3 (stereo not drawn) ?
RGS4 inh: inactive; SKKanGAS inh: -4; TRPC6 inhibitor: inactive; RGS4 act: inactive; ANO1 activ: inactive; TRPC6 act: inactive

Results for COc1cc2c(c(OC)c1OC)C(=O)CC2 ?
RGS4 inh: inactive; HDAC3 inh: -2; ANO1 block: inactive; SKKanGAS inh: -1; TRPC6 inhibitor: inactive; RGS4 act: inactive; ANO1 activ: inactive; TRPC6 act: inactive; MrgX1 ag: inactive; MrgX1 allo act: inactive; MrgX1 antag: inactive

Results for O=C(NCCO)C(=O)Nc1cc2c3c(c1)CCN3C(=O)CC2 ?
RGS4 inh: inactive; HDAC3 inh: 1; ANO1 block: inactive; SKKanGAS inh: -2; TRPC6 inhibitor: inactive; RGS4 act: inactive; ANO1 activ: inactive; TRPC6 act: inactive; MrgX1 ag: inactive; MrgX1 allo act: inactive; MrgX1 antag: inactive

How did COc1ccc(C(=O)Cc2cc(OC)c(OC)cc2[N+](=O)[O-])c(OC)c1 do in these assays?
RGS4 inh: inactive; HDAC3 inh: 5; ANO1 block: inactive; SKKanGAS inh: 3; TRPC6 inhibitor: inactive; RGS4 act: inactive; ANO1 activ: inactive; TRPC6 act: inactive; MrgX1 ag: inactive; MrgX1 allo act: inactive; MrgX1 antag: inactive

How did CCCNc1nc2c(c(=O)n(C)c(=O)n2C)n1Cc1ccc(F)cc1 do in these assays?
RGS4 inh: inactive; HDAC3 inh: 1; ANO1 block: inactive; SKKanGAS inh: -1; TRPC6 inhibitor: inactive; RGS4 act: inactive; ANO1 activ: inactive; TRPC6 act: inactive; MrgX1 ag: inactive; MrgX1 allo act: inactive; MrgX1 antag: inactive

What do the screens show for `CCOCCn1c(CC)nc2ccccc21`?
RGS4 inh: inactive; HDAC3 inh: -1; ANO1 block: inactive; SKKanGAS inh: 5; TRPC6 inhibitor: inactive; RGS4 act: inactive; ANO1 activ: inactive; TRPC6 act: inactive; MrgX1 ag: inactive; MrgX1 allo act: inactive; MrgX1 antag: inactive

Results for CC(Oc1cccc2cccnc12)C(=O)N/N=C/c1ccccc1 (stereo not drawn) ?
RGS4 inh: inactive; HDAC3 inh: -2; ANO1 block: inactive; SKKanGAS inh: -3; TRPC6 inhibitor: inactive; RGS4 act: inactive; ANO1 activ: inactive; TRPC6 act: inactive; MrgX1 ag: inactive; MrgX1 allo act: inactive; MrgX1 antag: inactive

Bioassay records deposited in PubChem BioAssay by several laboratories.
